Wee1 degr inh – Wee1 degradation inhibitors, primary screen, cell-based, HeLa, Wee1K328M-luciferase, luminescence; HeLa Luc-Wee1K328M stability; 100% = proteasome inhibitor MG132 effect; reporter increase, % at 5 µM; 220,000 tested, 1.2% active;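 active = activation above the mean of all tested compounds plus 3 SD, set per screening run, cut at about 8.8% in these data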;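 note: cells exposed to compound for 20 h before luminescence read; 0% = DMSO alone and 100% = MG132 at 30 µM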
Runt-SMMHC FRET – inhibitors of RUNX1 Runt–CBFb-SMMHC binding, primary screen, biochemical, FRET, Cerulean-Runt, Venus-CBFb-SMMHC, uHTS. Runt-related transcription factor 1 (Homo sapiens) + Core-binding factor subunit beta …. inhibition, % at 20 µM. 220,000 tested, 0.74% active. Cerulean-Runt/Venus-CBFb-SMMHC FRET ratio 530/480, 1 h;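 active = mean inhibition across duplicate retests at 20 µM reaching about 50%, limit read from the data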;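 note: 0% = DMSO wells and 100% = wells with excess untagged CBFb-SMMHC; inhibitors lower the FRET ratio by blocking Runt binding to CBFb-SMMHC; some results filed as inactive read as strong as hits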
Thrombin inh – human alpha-thrombin inhibitors, primary screen, counter-screen for coagulation protease inhibitor project, biochemical, 1536-well, fluorogenic AMC substrate. Prothrombin (Homo sapiens), P00734. Boc-VPR-AMC fluorogenic substrate cleavage. inhibition, % at 5 µM. 220,000 tested, 0.26% active;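 active = inhibition at or above 40%; inactive = inhibition below 40%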;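 note: 0% = enzyme with no compound and 100% = wells without enzyme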
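Material: human alpha-thrombin enzyme / Medium: pH 7.5 Tris (50 mM) with NaCl 150 mM, Tween 20 0.05% / Compound: single-point dosing at 5 µM, 0.2% DMSO / Incubation: enzyme reaction carried out at room temperature / Detection: AMC fluorescence, 355/460 nm / Read-out basis: percent inhibition scaled between no-compound controls and no-enzyme blanks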
hK5 inh – human KLK5 protease inhibitors, primary screen, biochemical, 1536-well; Kallikrein-5 (Homo sapiens), Q9Y337; 210,000 tested, 0.59% active; AID 873, 2007; inhibition, % at 5 µM; recombinant hK5, fluorogenic AMC substrate cleavage;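 active = inhibition of 40% or more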;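 note: 0% = enzyme controls without compound and 100% = no-enzyme blanks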
14-3-3 Bad PPI – inhibitors of 14-3-3 zeta/Bad binding, primary screen, biochemical, TR-FRET, bovine 14-3-3 zeta; 14-3-3 protein zeta/delta (Bos taurus), P63103; TR-FRET 14-3-3zeta/Dy647-pBad peptide displacement, 1 h; inhibition, % at 21.7 µM; 220,000 tested, 0.71% active;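 active = inhibition above about 70%, limit read from the data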;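 note: 0% = full 14-3-3 plus peptide FRET controls and 100% = background without 14-3-3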
Target sequence (P63103 whole entry, looked up): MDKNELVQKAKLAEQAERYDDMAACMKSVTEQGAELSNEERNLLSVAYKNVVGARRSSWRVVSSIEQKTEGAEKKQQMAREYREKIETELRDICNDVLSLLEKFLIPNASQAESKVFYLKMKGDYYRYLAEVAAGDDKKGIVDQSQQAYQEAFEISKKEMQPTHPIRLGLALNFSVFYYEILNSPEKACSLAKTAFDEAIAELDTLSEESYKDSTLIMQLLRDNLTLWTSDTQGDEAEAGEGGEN
Runt-CBFb FRET – inhibitors of RUNX1 Runt–CBFb binding, primary screen, biochemical, FRET, Cerulean-Runt, Venus-CBFb, uHTS. inhibition, % at 20 µM. AID 1496, 2009. Runt-related transcription factor 1 (Homo sapiens) + Core-binding factor subunit beta …. 220,000 tested, 0.46% active. Cerulean-Runt/Venus-CBFb FRET ratio 530/480, 1 h;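 active = inhibition over about 50% at 20 µM in the single-dose screen, limit read from the data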;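 note: 0% = DMSO wells and 100% = excess unlabeled CBFb competitor control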
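Reagent – Venus-CBFb binding partner, 100 nM · Assay system – Cerulean-tagged RUNX1 Runt domain (FRET donor) fusion protein · Input – 100 nM per protein · Incubation – two 1 h room-temperature incubations shielded from light · Measured by – FRET fluorescence · Medium – Tris buffer pH 7.5 with salts and BSA · Benchmarks – unlabeled CBFb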
FXIa inh – human FXIa protease inhibitors, primary screen, biochemical, 1536-well | purified FXIa, Boc-Glu-Ala-Arg-AMC fluorogenic substrate | inhibition, % at 5 µM | 220,000 tested, 0.14% active | AID 798, 2007;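 active = inhibition of at least 40%; inactive = inhibition below 40%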;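 note: fluorescence of freed AMC excited at 355 nm; 0% = enzyme without compound and 100% = no enzyme blank; many of its hits are not listed in these tables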
FXIIa inh – human FXIIa protease inhibitors, primary screen, biochemical, 1536-well; 220,000 tested, 0.3% active; Coagulation factor XII (Homo sapiens), P00748; purified FXIIa, Boc-QGR-AMC fluorogenic substrate, 2 h; inhibition, % at 5 µM; in the data active = inhibition above about 40%;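 note: 0% = enzyme with no compound and 100% = blank without enzyme; many of its hits are not listed in these tables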
Target sequence (P00748 20-372 limits assumed): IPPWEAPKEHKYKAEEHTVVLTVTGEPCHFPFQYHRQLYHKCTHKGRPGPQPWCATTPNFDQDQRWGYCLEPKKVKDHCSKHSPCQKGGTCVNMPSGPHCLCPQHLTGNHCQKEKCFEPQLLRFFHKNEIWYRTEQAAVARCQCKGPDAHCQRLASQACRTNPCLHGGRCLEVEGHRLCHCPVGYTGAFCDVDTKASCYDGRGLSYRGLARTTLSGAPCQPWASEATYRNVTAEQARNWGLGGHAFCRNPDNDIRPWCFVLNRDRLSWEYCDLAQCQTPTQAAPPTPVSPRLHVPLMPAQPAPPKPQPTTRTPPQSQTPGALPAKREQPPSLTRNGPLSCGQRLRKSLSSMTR
Target sequence (P00748 373-615 limits assumed): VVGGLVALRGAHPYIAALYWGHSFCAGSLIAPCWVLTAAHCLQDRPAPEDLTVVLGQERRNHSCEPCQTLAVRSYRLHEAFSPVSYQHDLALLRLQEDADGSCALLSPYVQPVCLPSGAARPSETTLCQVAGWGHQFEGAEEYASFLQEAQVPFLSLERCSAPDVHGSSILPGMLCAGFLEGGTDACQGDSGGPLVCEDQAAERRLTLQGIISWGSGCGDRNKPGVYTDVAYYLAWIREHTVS
Hck-Nef inh – inhibitors of Nef-activated human Hck kinase, primary screen, biochemical, Z-Lyte FRET, 384-well, Hck-YEEI; Recombinant Hck-YEEI plus Nef, Z-Lyte FRET kinase assay; Tyrosine-protein kinase HCK (Homo sapiens), P08631; inhibition, % at 20 µM; 220,000 tested, 0.68% active;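 active = Hck-Nef kinase inhibition above about 50%, limit read from the data; inactive = inhibition below that limit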;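 note: 0% = DMSO with Hck plus Nef and 100% = Hck alone without Nef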
The depositor's hits bear a star; i = inactive; / = no result given; [ ] = remark or other dose.

cpd	Molecule	Wee1 degr inh	Runt-SMMHC FRET	Thrombin inh	hK5 inh	14-3-3 Bad PPI	Runt-CBFb FRET	FXIa inh	FXIIa inh	Hck-Nef inh
1	N#Cc1cccc(NC(=O)COC(=O)c2ccccc2Sc2ccccc2C#N)c1	-1	1	-4	-1	-8[fluorescence artefact?]	37	5	12	4
2	N#Cc1ccc(Cl)cc1NC(=O)COC(=O)c1ccc2c(c1)OCCO2	1	-3	2	-11	-1[fluorescence artefact?]	-1	4	12	1
3	Cc1c(NC(=O)C2Cc3ccccc3CN2C(=O)c2ccco2)c(=O)n(-c2ccccc2)n1C (stereo not given)	-4	2	-1	4	-19[fluorescence artefact?]	1	-10	-3	2
4	Cc1cc(CNC(=O)c2cccc([N+](=O)[O-])c2C)c2ccccc2n1	1	0	-2	-3	-4	-1	-6	0	22
5	COc1ccc2c(c1)CC/C(=C\c1ccc(C)o1)C2=O	2	-2	0	0	-1	16	1	5	8
6	CCOc1ccc(NC(=O)CN2C(=O)S/C(=C/c3cccn3C)C2=O)cc1	0	-47	-4	1	2	-12	0	9	18
7	Cc1ccc(NC(=O)CSc2nnc(C)c(=O)[nH]2)cc1C	-1	0	-1	3	-16	1	-3	10	18
8	Cn1c(O)c(C2=c3ccccc3=NC2=O)sc1=Nc1ccc(Cl)cc1	13*	1	1	-2	2[fluorescence artefact?]	-1	4	7	0
9	CCN1CCN(c2cc(C)c3cc(NC(=S)NCc4cccs4)ccc3n2)CC1	-2	5	-1	-2	1	2	-1	5	5
10	CN(Cc1ccccc1)C(=O)CCCn1c(=O)[nH]c2cc(Cl)ccc2c1=O	1	1	-8	-3	5[fluorescence artefact?]	2	-3	14	2
11	Cc1ccc(OCc2cn3cccnc3n2)cc1	1	6	11	-3	39[fluorescence artefact?]	-2	7	11	2
12	CCC1S/C(=N\S(=O)(=O)c2cccs2)N(C2CCCCC2)C1=O (stereo not given)	-2	0	-4	-1	6	0	-14	3	4
13	COC(=O)c1cc(S(=O)(=O)Nc2nn(C)c3ccccc23)oc1C	3	-1	-6	-6	-9	1	-1	8	13
14	O=C(Nc1ncc2c(n1)-c1ccccc1OC2)c1ccc(F)cc1	-1	0	-8	9	4	-1	-6	7	13
15	Cc1ccc(O)c(CNc2ccccn2)c1	-3	5	0	-7	2	-4	10	16	3
16	O=C(Nc1ccccc1C(F)(F)F)c1cc(-c2ccc(O)cc2)on1	-1	1	1	-5	3[fluorescence artefact?]	1	17	-13	2
17	COc1ccccc1Nc1nc(N)nc(CN2CCN(Cc3ccccc3)CC2)n1	-4	2	-1	-1	-2	0	0	1	-1
18	CCn1cc(C(=O)N(CCC(C)C)c2c(N)n(Cc3ccccc3)c(=O)[nH]c2=O)c(=O)c2ccc(C)nc21	-2	-6	-4	-1	-4	-10	-4	2	27
19	O=C(NCc1ccccc1)C(=O)NCC1COc2ccccc2O1 (stereo not given)	1	2	-2	-7	-5	-2	2	8	6
20	CN(C)S(=O)(=O)N1CCN(C(=O)c2cccc(Br)c2)CC1	0	-2	5	1	-2	2	5	19	2
21	COc1ccc(-n2c(C)nc3c(cnn3-c3ccc(Cl)cc3)c2=O)cc1	0	-1	3	-2	-2	-2	4	5	0
22	COc1ccc(N2CC(C(=O)N/N=C/c3cccs3)CC2=O)cc1 (stereo not given)	-3	-4	2	-2	-1	0	0	15	4
23	CC(C)OCC1CC(CC(=O)NC(=S)Nc2cccc([N+](=O)[O-])c2)C(=O)O1 (stereo not given)	0	2	-1	-11	-13	-1	3	8	7
24	CC(C)NC(=O)CSc1nc(N)c(NC(=O)c2ccccc2F)c(=O)[nH]1	-4	3	12	18	14[fluorescence artefact?]	1	6	9	1
25	Cc1ccc(S(=O)(=O)N2CCN(CC(=O)Nc3ccc(N4CCOCC4)cc3)CC2)cc1C	4	0	-12	-8	-2	3	-6	-1	2
26	N/C(Cc1ccc([N+](=O)[O-])cc1)=N\OC(=O)CC1CCCCC1	4	10	1	-5	12[fluorescence artefact?]	0	8	11	3
27	CC(C)(C)c1ccc(S(=O)(=O)N2CCC(CO)(CC3CCCCO3)CC2)cc1 (stereo not given)	0	-3	-6	2	3	-5	-3	3	8
28	COc1ccc(/C=N/NC(=O)CCc2nc3ccccc3[nH]2)cc1	0	2	-3	-9	-6	-3	2	1	1
29	COc1ccc2nc(NC(=O)c3cccnc3SC)sc2c1	0	-6	-3	-17	-3	-10	3	10	4
30	CCN(CC)Cc1c(O)ccc2c(C)c(CC(=O)OC)c(=O)oc12	-1	80*	-36	i	9	117*	-42	-235	73*
31	COc1ccc(C(=O)NCC(=O)NCCc2c[nH]c3ccccc23)cc1OC	-2	0	-1	-10	0	0	2	2	-15
32	COc1ccc(Cl)cc1S(=O)(=O)N1CCN(Cc2ccc3c(c2)OCO3)CC1	-1	-2	1	-34	2	-4	-12	10	1
33	Cc1ccc(Nc2nc(C(=O)NCc3ccco3)cs2)cc1	0	2	-7	-27	9	-2	-5	7	7
34	CCCCC1CCC(c2nc(-c3cccnc3)no2)CC1 (stereo not given)	0	1	2	1	0	-5	1	12	-3
35	CC(C)(C)C(=O)Nc1cccc2[nH]ncc12	-3	2	-8	-5	-17	2	-1	3	23
36	COCCCNC(=O)CN1CCN(Cc2ccc(Cl)cc2)C1=O	1	-2	-8	21	-8	0	-15	-3	0
37	CC(C)CC(NC(=O)OC(C)(C)C)C(=O)NC(C(=O)NC(C)C(N)=O)C(C)C (stereo not given)	1	3	0	-9	3[fluorescence artefact?]	1	-4	4	0
38	CC1CCCCN1C(=O)/C(=C\c1ccccc1)c1ccccc1 (stereo not given)	-4	1	-1	4	54	0	0	12	1
39	Cn1c(SCc2nnc3n2CCCCC3)nc2ccccc21	3	-4	1	-12	-4	3	3	-7	1
40	O=c1nc(-c2ccccc2)nc(-c2ccccc2)[nH]1	-3	0	0	2	2	-2	3	7	-3

Some of these compounds in order of their number in Runt-SMMHC FRET, high to low:
| no. | SMILES | Runt-SMMHC FRET |
| --- | --- | --- |
| 33 | Cc1ccc(Nc2nc(C(=O)NCc3ccco3)cs2)cc1 | 2 |
| 38 | CC1CCCCN1C(=O)/C(=C\c1ccccc1)c1ccccc1 (stereo not given) | 1 |
| 36 | COCCCNC(=O)CN1CCN(Cc2ccc(Cl)cc2)C1=O | -2 |
| 39 | Cn1c(SCc2nnc3n2CCCCC3)nc2ccccc21 | -4 |

Five compounds already listed, arranged by molecular weight, descending.
cpd	Molecule	Wee1 degr inh	Runt-SMMHC FRET	Thrombin inh	hK5 inh	14-3-3 Bad PPI	Runt-CBFb FRET	FXIa inh	FXIIa inh	Hck-Nef inh
32	COc1ccc(Cl)cc1S(=O)(=O)N1CCN(Cc2ccc3c(c2)OCO3)CC1	-1	-2	1	-34	2	-4	-12	10	1
31	COc1ccc(C(=O)NCC(=O)NCCc2c[nH]c3ccccc23)cc1OC	-2	0	-1	-10	0	0	2	2	-15
36	COCCCNC(=O)CN1CCN(Cc2ccc(Cl)cc2)C1=O	1	-2	-8	21	-8	0	-15	-3	0
34	CCCCC1CCC(c2nc(-c3cccnc3)no2)CC1 (stereo not given)	0	1	2	1	0	-5	1	12	-3
40	O=c1nc(-c2ccccc2)nc(-c2ccccc2)[nH]1	-3	0	0	2	2	-2	3	7	-3

The list continues:
cpd	Molecule	Wee1 degr inh	Runt-SMMHC FRET	Thrombin inh	hK5 inh	14-3-3 Bad PPI	Runt-CBFb FRET	FXIa inh	FXIIa inh	Hck-Nef inh
41	CCNC(=S)N(Cc1ccc2c(c1)OCO2)C1CC(=O)N(c2ccc(F)cc2)C1=O (stereo not given)	0	1	1	7	9	0	3	7	2
42	CCCCn1c(NCc2ccccc2NS(=O)(=O)c2ccc(C)cc2)nc2ccccc21	1	-1	2	-7	7	0	3	13	2
43	COc1ccc(C(=O)Nc2cc(OC)c(NC(=O)c3ccco3)cc2OC)cc1	-1	3	0	-1	-13[fluorescence artefact?]	0	2	9	-13
44	CC1(C)Cc2ccccc2C(NNC(=O)c2ccncc2)=N1	1	-3	-4	19	-3	/	-8	1	1
45	CCN(CC)CCNC(=O)c1ccccn1	16*	-6	0	2	8[fluorescence artefact?]	1	-11	19	4
46	CCOc1ccc(-c2nc(C#N)c(N3CCOCC3)o2)cc1	-1	1	-3	-4	22	1	3	22	2
47	O=S(=O)(NC1CCCC1)c1ccccc1Cl	0	-17	3	8	8	-3	6	12	1
48	COc1cc(NS(=O)(=O)c2ccc(NC(=O)COc3ccc(C)cc3)cc2)nc(OC)n1	-2	5	3	-8	11	-3	-3	6	0
49	COC(=O)C1=C(C)NC(=O)CC1c1cccc(OC)c1OC (stereo not given)	-2	1	-2	1	8	-4	2	14	-6
50	CC(C)C(=O)NNc1ccccc1	7	-1	0	-2	-9	0	8	12	3
51	COc1ccccc1N1CCN(CC(O)COc2ccc3c(c2)CCC3)CC1 (stereo not given)	0	1	-3	-17	17	-3	0	11	0
52	Cc1ccc(C(=O)Cn2nnc3ccccc32)cc1	-1	2	-7	10	7	0	-2	-9	-1
53	CN(CC(=O)NCc1cccs1)S(=O)(=O)c1cccc2nsnc12	1	-5	1	-10	-4	-2	4	5	1

Wee1 degr inh: hit marks shown above
| item | SMILES | Wee1 degr inh | Runt-SMMHC FRET | hK5 inh | 14-3-3 Bad PPI | Runt-CBFb FRET | FXIa inh | FXIIa inh | Hck-Nef inh |
| --- | --- | --- | --- | --- | --- | --- | --- | --- | --- |
| 8 | Cn1c(O)c(C2=c3ccccc3=NC2=O)sc1=Nc1ccc(Cl)cc1 | 13* | 1 | -2 | 2[fluorescence artefact?] | -1 | 4 | 7 | 0 |
| 45 | CCN(CC)CCNC(=O)c1ccccn1 | 16* | -6 | 2 | 8[fluorescence artefact?] | 1 | -11 | 19 | 4 |
